Bioassay records deposited in PubChem BioAssay by The Scripps Research Institute Molecular Screening Center.
M5 antag = antagonists of human muscarinic M5 receptor (CHRM5) | CHO-hM5 cells, Fluo-8 calcium fluorescence, ACh EC80 | inhibition, % at 3 µM | actives 0.59% (n = 360,000);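 active = inhibition above a per-plate cutoff, the mean of that plate's test compounds plus 3 SD, cut at about 27% in these data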;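 note: 0% = acetylcholine EC80 with DMSO and 100% = DMSO without agonist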
Target sequence (P08912 whole entry, looked up): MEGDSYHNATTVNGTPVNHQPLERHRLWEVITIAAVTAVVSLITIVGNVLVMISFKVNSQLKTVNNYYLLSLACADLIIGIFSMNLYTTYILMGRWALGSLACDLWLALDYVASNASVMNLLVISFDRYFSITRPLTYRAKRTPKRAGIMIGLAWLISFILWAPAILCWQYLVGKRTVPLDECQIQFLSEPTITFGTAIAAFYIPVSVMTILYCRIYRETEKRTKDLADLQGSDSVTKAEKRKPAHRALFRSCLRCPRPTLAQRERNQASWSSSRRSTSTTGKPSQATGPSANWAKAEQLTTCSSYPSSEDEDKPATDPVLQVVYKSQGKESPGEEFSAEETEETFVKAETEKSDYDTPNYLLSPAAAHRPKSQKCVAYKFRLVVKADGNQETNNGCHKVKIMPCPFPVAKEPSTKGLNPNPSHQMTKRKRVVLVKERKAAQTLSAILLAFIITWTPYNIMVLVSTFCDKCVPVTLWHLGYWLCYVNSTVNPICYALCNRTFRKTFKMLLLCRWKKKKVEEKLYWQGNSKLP
CHRM4 agonist = agonists of human muscarinic M4 receptor (CHRM4) | P08173 | CHO-K1 hM4/Gqi5, Fluo-8 calcium fluorescence; vehicle 0%, full acetylcholine response 100% | activation, % at 3 µM | actives 0.14% (n = 360,000);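 active = activation above the run mean over all test wells plus 3 SD, cut at about 32% in these data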;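 note: peak over basal fluorescence ratio per well then scaled between controls; 0% = DMSO wells and 100% = acetylcholine at EC100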
Target sequence (P08173 whole entry, looked up): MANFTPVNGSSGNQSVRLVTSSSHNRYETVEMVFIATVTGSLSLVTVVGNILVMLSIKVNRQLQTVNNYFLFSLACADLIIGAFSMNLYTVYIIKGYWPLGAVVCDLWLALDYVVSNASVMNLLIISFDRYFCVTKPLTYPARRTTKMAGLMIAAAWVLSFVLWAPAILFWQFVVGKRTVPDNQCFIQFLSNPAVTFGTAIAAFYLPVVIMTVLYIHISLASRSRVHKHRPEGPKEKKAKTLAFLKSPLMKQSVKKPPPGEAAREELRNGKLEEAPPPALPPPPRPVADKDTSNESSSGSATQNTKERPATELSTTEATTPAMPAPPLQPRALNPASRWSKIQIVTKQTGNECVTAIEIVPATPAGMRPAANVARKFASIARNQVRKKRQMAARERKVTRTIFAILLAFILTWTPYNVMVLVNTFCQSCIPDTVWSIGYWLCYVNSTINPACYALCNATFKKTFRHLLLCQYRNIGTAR
CHRM5 agonist = CHRM5 agonism in calcium assay | P08912 | CHO-K1 hM5 cells, Fluo-8 calcium fluorescence; 0% DMSO wells, 100% maximal acetylcholine response | activation, % at 3 µM | actives 0.19% (n = 360,000);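 active = activation above the run's mean over test compounds plus 3 SD, cut at about 23% in these data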;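 note: signal is peak over basal fluorescence ratio across the kinetic read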
CHO-K1 Ca antag = counter-screen for M1 antagonists: effect in parental CHO-K1 cells; ATP-induced calcium, Fluo-8 fluorescence; inhibition, % at 3 µM; actives 0.6% (n = 360,000);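 active = inhibition above a per-plate cutoff, the plate's mean sample inhibition plus 3 SD, cut at about 24% in these data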;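 note: 0% = DMSO plus EC80 ATP and 100% = DMSO alone without ATP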
CHRM5 PAM = positive allosteric modulators of human muscarinic M5 receptor; actives 0.3% (n = 360,000); activation, % at 3 µM; CHO-K1 hM5, Fluo-8 calcium, ACh EC20 PAM; 0% = ACh EC20, 100% = ACh EC100; AID 624038; P08912;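 active = activation above the run cutoff, the mean activation of all test compounds plus 3 SD, cut at about 18% in these data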
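Test system: CHO-K1 hM5 cells / Doses: single-point, 3 µM nominal / Times: Post-acetylcholine fluorescence recording 140 s / Technique: Fluo-8 calcium fluorescence / Measure: Max/basal fluorescence ratio as % of EC20–EC100 ACh window / Benchmarks: low control EC20 acetylcholine (0%), high control EC100 acetylcholine (100%) / Replicates: one well per compound, no replicates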
CHRM4 antagonist = blocks acetylcholine activation of human M4 receptor | CHO-hM4 cells, ACh EC80, Fluo-8 calcium fluorescence | inhibition, % at 3 µM | actives 0.73% (n = 360,000);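 active = inhibition above its plate's cutoff, the mean inhibition of sample wells plus 3 SD, cut at about 27% in these data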;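 note: 0% = acetylcholine EC80 with DMSO and 100% = DMSO without agonist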
CHO-K1 Ca ag = counter-screen for M1 agonists: effect in parental CHO-K1 cells. Fluo-8 calcium fluorescence; scaled to maximal ATP response, vehicle zero. activation, % at 3 µM. AID 602248. actives 0.48% (n = 360,000); in the data active = activation above about 15%;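 note: untransfected CHO-K1 host cells lacking M1 receptor as counterscreen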
CHRM4 PAM = positive allosteric modulators of human muscarinic M4 receptor; P08173; CHO-K1 hM4/Gqi5, Fluo-8 calcium fluorescence, ACh EC20; 0% = ACh EC20, 100% = maximal ACh; activation, % at 3 µM; actives 0.4% (n = 360,000); AID 624126;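 active = activation above its plate's cutoff, the mean activation of sample wells plus 3 SD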; note: some results filed as inactive read as strong as hits
CHO-K1 Ca PAM = nonselective activator or artifact in parental CHO-K1 calcium assay | ATP EC20, Fluo-8 calcium fluorescence; 0% at ATP EC20, 100% at ATP max | activation, % at 3 µM | actives 0.02% (n = 360,000) | AID 602247;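 active = activation above the run cutoff, the mean activation of all test compounds plus 3 SD, cut at about 40% in these data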;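 note: peak over basal fluorescence ratio in a 140 s read after ATP addition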
Active calls of the source: *.

1. CCOC(=O)c1c(C)[nH]c(C)c1C(=O)COC(=O)c1ccc(Cl)c(S(=O)(=O)NCc2ccccc2)c1
2. O=C(O)c1ccc(-n2c(O)c(C=C3N=c4ccccc4=N3)sc2=S)cc1
3. CCOC(=O)N1CCN(S(=O)(=O)c2ccc(F)c(C(=O)Nc3cccc(Cl)c3C)c2)CC1
4. CC1(C)N=C(c2ccccn2)C(C)(C)N1O
5. Cc1ccc(NC(=O)COC(=O)C2COc3ccccc3O2)cc1 (configuration not stated)
6. COc1ccc(NC(=O)c2ccc(OCC3CCCO3)cc2)cc1OC (configuration not stated)
7. COc1ccc(CCN2CN(S(=O)(=O)c3ccc(OC)cc3)c3nc4ccccc4nc32)cc1
8. O=S(=O)(Nc1ccccc1Cl)c1ccc(F)cc1

Compound,1,2,3,4,5,6,7,8
M5 antag,1,4,1,-2,6,14,4,-9
CHRM4 agonist,6,1,-1,1,1,1,5,-1
CHRM5 agonist,-8,4,3,2,-5,0,0,-5
CHO-K1 Ca antag,-5,-3,1,-20,-7,-13,-5,-12
CHRM5 PAM,-39,1,-3,2,3,1,-11,3
CHRM4 antagonist,-7,4,11,-11,0,-1,-10,-11
CHO-K1 Ca ag,2.5,0.9,1.6,0.5,-0.4,1.0,1.7,0.9
CHRM4 PAM,-7,-6,-16,7,1,-1,2,7
CHO-K1 Ca PAM,5,12,11,9,-6,13,8,22

9. Cc1c(NC(=O)Nc2cc(Cl)ccc2Cl)c(=O)n(-c2ccccc2)n1C
10. CCCSc1ccc([C@@H]2[C@H]3C(=O)N(CC)C(=O)[C@H]3[C@]3(C(=O)OC)CCCCN23)cc1OC
11. Cc1ccc(Cl)cc1NC(=O)Nn1cnnc1
12. CC(C)Sc1nc2c(c(=O)n1-c1ccc(F)cc1)SCC2
13. Cc1ccc(CN2CCc3[nH]c(=S)[nH]c(=O)c3C2)cc1
14. COc1cccc(C=NNc2nc3ccccc3s2)c1OC
15. Cc1ccc(CNC(=O)CCCOc2cc(=O)n(C)c3ccccc23)o1
16. O=C(COC(=O)C1CCC1)Nc1cccc(Cl)c1

Compound,9,10,11,12,13,14,15,16
M5 antag,29*,14,7,-3,-6,10,0,12
CHRM4 agonist,0,4,1,-4,1,1,1,1
CHRM5 agonist,-6,-4,-2,-8,-1,-1,1,-4
CHO-K1 Ca antag,7,-2,-7,-6,-2,9,0,-5
CHRM5 PAM,-8,-10,-2,1,3,13,4,-2
CHRM4 antagonist,9,0,-3,14,-2,2,-1,-2
CHO-K1 Ca ag,0.3,-0.8,1.6,-0.5,-0.2,4.3,0.1,0.5
CHRM4 PAM,-1,1,2,2,2,2,9,7
CHO-K1 Ca PAM,-13,7,14,14,12,1,12,-2

17. CCN1CCN(C(=O)/C=C/c2ccc3c(c2)OCO3)CC1
18. CC(=O)c1ccc(S(=O)(=O)N2CCN(C(=O)c3ccc(-n4cncn4)c([N+](=O)[O-])c3)CC2)cc1
19. Cc1ccnc(N=O)c1
20. O=C1NC(Cc2ccccc2)c2nc3cc(F)ccc3c(=O)n2-c2cc3ccccc3cc21 (configuration not stated)
21. COc1ccc(S(=O)(=O)N2CCN(C(=O)c3cccc(S(=O)(=O)N4CCCC4)c3)CC2)cc1
22. CCn1c(COc2cccc(C)c2)nnc1SCC(=O)Nc1cccc(C(=O)O)c1
23. CC(C)c1ccc(NC2CCCN(C(=O)c3ccoc3)C2)cc1 (configuration not stated)
24. CNC(=S)N/N=C/c1c(C)nn(-c2ccc(F)cc2)c1Cl

Compound,17,18,19,20,21,22,23,24
M5 antag,-1,0,0,1,4,-9,-4,21
CHRM4 agonist,1,2,0,9,11,1,3,20
CHRM5 agonist,-2,2,2,-2,1,3,4,4
CHO-K1 Ca antag,-6,-12,-6,2,13,-8,-4,-4
CHRM5 PAM,-1,2,-3,-9,-10,-4,-2,-14
CHRM4 antagonist,3,-14,-27,-7,-11,-5,-4,11
CHO-K1 Ca ag,0.1,0.1,0.2,1.1,3.6,0.2,2.8,10
CHRM4 PAM,3,4,1,0,-3,6,-2,-14
CHO-K1 Ca PAM,10,13,6,6,-10,16,-4,21

25. Cc1ccc(CCNC(=O)CCc2nc3ccccc3[nH]2)cc1
26. COc1ccccc1N(C(=O)c1csnn1)C(C(=O)NC1CCCC1)c1ccccc1 (configuration not stated)
27. CCCc1sc(N/N=C/c2ccccn2)nc1-c1ccc(F)cc1
28. CCc1cccc(NC(=O)CS(=O)Cc2nc(-c3ccc(C)cc3)oc2C)c1 (configuration not stated)
29. CC(=O)Nc1ccc(NC(=O)c2ccccc2Sc2ccc([N+](=O)[O-])cc2Cl)cc1
30. O=C(NC1CCCCC1)C12CC3CC(CC(Cl)(C3)C1)C2
31. COc1ccccc1CCNC(=O)c1cc(COc2cccc(C(F)(F)F)c2)on1
32. CN(C)c1ccc(NC(=O)CSCc2nc3c(nnn3Cc3ccc(F)cc3)c(=O)[nH]2)cc1

Compound,25,26,27,28,29,30,31,32
M5 antag,-1,-3,5,1,-1,4,5,-9
CHRM4 agonist,0,2,-1,1,24,0,0,1
CHRM5 agonist,-1,-5,0,-1,12,-2,-3,0
CHO-K1 Ca antag,-14,-15,12,1,-11,-9,-9,-24
CHRM5 PAM,-4,6,-3,-3,-4,-4,0,-2
CHRM4 antagonist,1,-9,0,-13,8,-6,3,0
CHO-K1 Ca ag,0.7,0.1,-0.4,-0.7,7.0,0.1,0.2,0.1
CHRM4 PAM,-4,10,6,3,-20,1,-2,-2
CHO-K1 Ca PAM,21,-2,-11,13,16,-2,8,5

33. COc1ccc(NC(=O)CCC(=O)OC(C(=O)c2ccccc2)c2ccccc2)cc1 (configuration not stated)
34. CN(C(=O)CCNC(=O)N1CC(=O)Nc2ccccc21)C1CCCCC1
35. COc1ccc(Cl)cc1NC(=S)NCc1ccccn1
36. COc1ccc(Cc2nc(-c3ccncc3)no2)cc1
37. COc1ccccc1NC(=O)CN1CCN(CC(=O)Nc2cc(NC(C)=O)ccc2OC)CC1
38. COc1ccc(N(CC(=O)Nc2c(C)n(C)n(-c3ccccc3)c2=O)S(=O)(=O)c2ccc(F)cc2)cc1
39. COc1cc(C(=O)NNC(=S)NC(=O)c2ccc(Cl)cc2)cc(OC)c1OC
40. CCC(C)NC(=O)/C(=C/c1ccco1)c1ccccc1 (configuration not stated)

Compound,33,34,35,36,37,38,39,40
M5 antag,3,10,-5,-10,-2,11,8,0
CHRM4 agonist,0,1,1,3,10,4,44*,0
CHRM5 agonist,-4,-1,-2,-1,1,-1,33*,-3
CHO-K1 Ca antag,9,-18,-14,-8,1,3,-1,-3
CHRM5 PAM,-1,-1,3,0,-6,21*,-14,-5
CHRM4 antagonist,5,-8,9,-7,-12,-8,5,-3
CHO-K1 Ca ag,0.7,0.8,0.6,1.8,2.6,0.4,10,0.4
CHRM4 PAM,-4,5,4,-8,-1,22*,-9,5
CHO-K1 Ca PAM,10,20,19,-5,1,1,-10,12

41. O=C(COC(=O)c1ccc(S(=O)(=O)N2CCOCC2)cc1)Nc1ccccc1F
42. CCN(CC)S(=O)(=O)c1ccc(C(=O)OCC(=O)N2CCN(C(=O)c3ccco3)CC2)cc1
43. O=C(NCC1CCCO1)c1coc2nc3ccccc3nc12 (configuration not stated)
44. CCOc1ccc(C(=O)NCC2CCCO2)cc1OCC (configuration not stated)
45. CCOCc1cc(C2NC(=O)NC(C)=C2C(=O)OCC)ccc1OC (configuration not stated)
46. O=C(OCC(=O)N1CCc2ccccc2C1)c1cccs1
47. O=C(NC1CC1)C1=C[C@@H](C2CC2)C[C@@H](OCCCCO)O1
48. Cc1nc(-c2ccncc2)nc(NCCNc2ncccc2C(F)(F)F)c1Cl

Compound,41,42,43,44,45,46,47,48
M5 antag,5,-11,9,6,-8,7,2,7
CHRM4 agonist,2,5,1,0,22,2,0,1
CHRM5 agonist,0,2,-1,1,-5,3,2,-3
CHO-K1 Ca antag,-10,-8,-8,-17,-5,-14,-8,-8
CHRM5 PAM,0,13,-10,0,0,3,1,-2
CHRM4 antagonist,-5,-8,-3,6,-4,-3,8,3
CHO-K1 Ca ag,1.0,2.2,1.0,1.7,0.5,-0.2,0.1,0.8
CHRM4 PAM,12,5,-6,3,11,2,3,-15
CHO-K1 Ca PAM,6,18,9,16,12,3,15,16

49. N/C(Cn1cncn1)=N\NC(=O)C(=O)Nc1cccc(C(F)(F)F)c1
50. CCc1ccc2c(c1)C(c1ccc([N+](=O)[O-])cc1)=NNC(c1ccc(C)cc1)=N2
51. O=C(c1cncc(Br)c1)N1CCN(c2ccc([N+](=O)[O-])cc2)CC1
52. CCN(CC)S(=O)(=O)c1cc(C(=O)OCC(=O)NC(=O)c2cccn2C)ccc1C
53. CCN(CC)S(=O)(=O)c1ccc(/C=C/C(=O)Nc2ccc(N3CCOCC3)cc2)cc1
54. Cc1ccccc1Cn1ccc(NC(=O)c2cnn3cccnc23)n1
55. CCn1cc(C(=O)NCC(=O)NC(C)(C)CO)c(=O)c2cc3c(cc21)OCO3
56. COC(=O)c1c(C)oc2ccc(OC(=O)N3CCOCC3)cc12
57. CCCN1C2CCCC1CC(NC(=O)c1cc(OC)cc(OC)c1)C2 (configuration not stated)
58. CCCC(=O)N(Cc1cc(=O)[nH]c2ccccc12)c1ccc(C)cc1C
59. O=C(NCc1ccc(F)cc1)c1ccc(CS(=O)Cc2ccccc2Cl)o1 (configuration not stated)

Compound,49,50,51,52,53,54,55,56,57,58,59
M5 antag,-7,-1,16,1,9,-8,0,1,6,4,9
CHRM4 agonist,0,-1,2,5,9,5,2,2,1,1,9
CHRM5 agonist,1,-1,-1,1,3,0,-2,-5,-5,5,-1
CHO-K1 Ca antag,7,11,16,-8,-11,-20,-13,0,-4,-6,9
CHRM5 PAM,-3,3,-8,-2,-6,-5,1,-2,-1,-5,2
CHRM4 antagonist,-3,5,-2,7,4,-17,-11,-12,-2,12,-4
CHO-K1 Ca ag,9.6,18*,0.5,8.7,4.7,3.9,2.8,0.6,0.6,1.3,4.6
CHRM4 PAM,-1,-4,4,-4,-2,-2,7,-4,-11,-8,0
CHO-K1 Ca PAM,7,16,-12,22,6,21,24,13,8,-11,10
